High-throughput results as filed in PubChem BioAssay.
FEN1 inh: human FEN1 inhibition; Recombinant FEN1 flap cleavage, fluorescence, 15 min; Potency, µM (titrated, usually from 114 µM), without a hit: at the highest dose activity change, negative = inhibition, usual class: inhibitors; 0.35% of 390,000 active; AID 588795; note: nearly all actives have a fitted effect of over 65% in size
Target sequence (P39748 whole entry, looked up): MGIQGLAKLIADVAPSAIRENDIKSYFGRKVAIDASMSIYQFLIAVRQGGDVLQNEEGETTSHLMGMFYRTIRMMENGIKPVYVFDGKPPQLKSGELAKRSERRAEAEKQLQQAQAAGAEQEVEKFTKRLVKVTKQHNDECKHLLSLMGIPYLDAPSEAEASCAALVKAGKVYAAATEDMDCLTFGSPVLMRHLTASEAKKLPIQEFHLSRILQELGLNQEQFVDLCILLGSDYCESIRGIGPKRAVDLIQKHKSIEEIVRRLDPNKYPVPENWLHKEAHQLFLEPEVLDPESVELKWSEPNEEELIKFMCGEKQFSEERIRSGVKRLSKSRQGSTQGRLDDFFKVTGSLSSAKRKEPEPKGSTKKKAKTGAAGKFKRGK
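FEN1 at 10 nM, compound pretreatment for 15 min (room temperature), 50 nM final substrate to initiate; endpoint reads at 0 and 15 min; DMSO-only plates used as vehicle background.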
N370S GC: inhibitors or activators of N370S glucocerebrosidase for Gaucher disease; P04062; N370S GC spleen homogenate, 4MU-glucoside fluorescence; Potency, µM (top dose mostly 59.4 µM), for inactives: top-dose activity change, negative = inhibition, actives largely listed as inhibitors; 0.092% of 330,000 active; AID 2101;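 note: 0% = full enzyme activity and -100% = no enzyme basal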
GCN5L2 inh: blocks human GCN5L2 histone acetyltransferase; GCN5L2 HAT assay, ThioGlo1 CoA-SH fluorescence; Potency, µM (top dose mostly 58.9 µM), inactives show at the top dose activity change, negative = inhibition, usual class: inhibitors; 0.21% of 390,000 active; AID 504327
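Fluorescence readout, Ex340nm/Em540nm: ThioGlo1 (50uM final) reacts with free CoA thiol released as 20nM GCN5L2 acetylates H3(1-25) peptide (75uM) using acetyl-CoA (70uM). Compound and enzyme sat 15 min beforehand; 20 min room-temperature reaction.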
* hit, by the source's call; ? = inconclusive; . = no result given; & = joins results of further samples; [ ] = another dose, or the depositor's remark. Calls come from the whole dose curve; as a rule, active = well fitted curve in the direction sought with a large enough effect; inconclusive = small, poorly fitted or top-dose-only effect, or another doubt; inactive = no such curve, though single readings can be large; an effect the other way counts as inactive or inconclusive. Unless noted, % is set by controls: 0 for no effect and ±100 for the full control effect; potency is the fitted concentration of half-maximal effect. An excerpt. The share of hits here may be higher or lower than overall.

entry | FEN1 inh | N370S GC | GCN5L2 inh | compound
1 | . | -4%[21.6 µM] | 6%[21.4 µM] | CCOC(=O)[C@H](CCc1ccccc1)N[C@@H](C)C(=O)N1[C@H](C(=O)O)C[C@H]2CCC[C@@H]21
2 | . | -9%&-3% | 11%&-6% | Nc1nc(NCCc2ccc(O)cc2)nc2nc(-c3ccco3)nn12
3 | -9% | -5% | 4% | CCCCC(C(=O)O)C(C)CC(=O)Nc1ccn(-c2ccccc2)n1 (stereo not given)
4 | -2% | -3% | -3% | Cn1c(CC(=O)Nc2ccccc2)nnc1SCC(=O)Nc1ccc(N2CCOCC2)cc1
5 | -2% | 12% | -3% | O=c1c2c3c(sc2n(CCN2CCCCC2)c(=O)n1Cc1ccco1)CCCCC3
6 | -3% | . | 4% | O=C(COC(=O)CN1C(=O)c2ccccc2C1=O)Nc1ccccc1
7 | 20% | -13% | -9% | CSc1cccc(NS(=O)(=O)c2ccc3c(c2)NC(=O)C(C)C(=O)N3)c1 (stereo not given)
8 | -4% | . | -3% | Cc1ccc(S(=O)(=O)N2[C@@H](c3ccc4c(c3)OCO4)C(C(=O)O)=C[C@H]2CC2CCCC2)cc1
9 | -20% | 1% | -15% | CC1=CC(=C(C#N)c2nc3ccccc3s2)C=C(C)N1CC1CCCO1 (stereo not given)
10 | 0% | -1% | -7% | CN(CC(=O)Nc1ccccc1Cl)C(=O)COC(=O)c1cc([N+](=O)[O-])ccc1N1CCOCC1
11 | -2% | . | -1% | COc1ccc(CNC(=O)C(=O)NCC(c2ccco2)S(=O)(=O)c2ccc(C)cc2)cc1 (stereo not given)
12 | -5% | -9% | -15% | N#C/C(=C\Nc1ccc2c(c1)OCCO2)c1nc2ccccc2[nH]1
13 | -4% | 0% | 14% | COC(=O)/C(C#N)=C/c1ccc(-c2ccc(S(N)(=O)=O)cc2)o1
14 | -33% | . | -1% | Cc1ccc(S(=O)(=O)c2cnc(SCC(=O)Nc3ccc4c(c3)OCCO4)[nH]c2=O)cc1C
15 | -15% | 2% | -16% | O=C(CS(=O)c1ccc(C(F)(F)F)cc1[N+](=O)[O-])Oc1ccccc1 (stereo not given)
16 | -8% | . | -3% | O=C(CN1C(=O)NC2(CCc3ccccc32)C1=O)NCCc1ccccc1 (stereo not given)
17 | -3% | 10% | -9% | CCCc1cc(C(=O)N/N=C/c2ccc(CC)s2)c2ccccc2n1
18 | -12% | -4% | -6% | CCOC(=O)c1cnn(C)c1NC(=O)c1ccc([N+](=O)[O-])cc1
19 | -15% | 2% | -22% | N#Cc1nc(-c2ccc(F)cc2)oc1NCc1ccco1
20 | 1% | -5% | 1% | Cn1c(CN2CCOCC2)nnc1SCC(=O)Nc1cc(Cl)ccc1Cl
21 | -8% | -2% | 0% | Cc1cccc(NC(=S)N2CCN(c3ccccn3)CC2)c1
22 | 2% | 26% | -13% | Cc1ccc(-c2nc3ccccc3c(C(=O)NCc3cccs3)c2C)cc1
23 | -13% | 3% | -4% | Cc1nn(CCCC(=O)N2CCN(c3ccc(F)cc3)CC2)c(C)c1[N+](=O)[O-]
24 | -9% | 21% | 1% | Cc1ccc(NC(=O)C2CCCN(c3ncnc4c3nc3n4CCCCC3)C2)nc1 (stereo not given)
25 | -11% | -1% | -5% | Oc1ccc(-c2nnc(SCc3ccccc3)o2)cc1
26 | 9% | -8%&1%&1% | ? | O=C1c2c(O)cccc2Cc2cccc(O)c21
27 | -12% | -15% | -21% | COc1cc2c(cc1OC)C(c1cccs1)N(C(=O)c1ccc(S(=O)(=O)N(C)C)cc1)CC2 (stereo not given)
28 | -3% | . | -2% | COc1ccc2[nH]cc(CCNC(=O)CC[C@H]3O[C@@H](n4cc(C)c(=O)[nH]c4=O)C[C@@H]3O)c2c1
29 | -19% | -6% | 52%[activator] | NC(=O)CC(NC(=O)Cc1cccc2ccccc12)c1ccc(NC2CCCCCCC2)c([N+](=O)[O-])c1 (stereo not given)
30 | -8% | . | 1% | C[C@H]1CN([C@@H](C)CO)C(=O)Cc2cc(NC(=O)Cc3cn(C)c4ccccc34)ccc2O[C@@H]1CN(C)S(=O)(=O)c1cn(C)cn1
31 | -8% | . | -12% | CCc1ccc2oc(-c3cc(NC(=O)c4cccnc4)cc(C)c3O)nc2c1
32 | 1% | -6% | -2% | NC(=O)C1CCN(C(=O)CN2CCc3ccccc32)CC1
33 | -18% | -12% | -3% | CC1C=CCC2C(=O)N(c3cccc(C(=O)N4CCN(c5ccc(F)cc5)CC4)c3)C(=O)C12 (stereo not given)
34 | -9% | 5% | -7% | CC1CCN(S(=O)(=O)N2CCC(C(=O)NCCN3CCOCC3)CC2)CC1
35 | -2% | 2% | -21% | Cc1ccc(C(C)C)c(OCCn2c(=O)oc3ccccc32)c1
36 | 1% | -7%[2.35 µM] | -8% | C=CCOc1ccc2c(c1)c(S(=O)(=O)c1ccc(C)cc1)cn2COC

18 entries from above, with bars between the fields:
No. | mol | FEN1 inh | N370S GC | GCN5L2 inh
16 | O=C(CN1C(=O)NC2(CCc3ccccc32)C1=O)NCCc1ccccc1 (stereo not given) | -8% | . | -3%
17 | CCCc1cc(C(=O)N/N=C/c2ccc(CC)s2)c2ccccc2n1 | -3% | 10% | -9%
18 | CCOC(=O)c1cnn(C)c1NC(=O)c1ccc([N+](=O)[O-])cc1 | -12% | -4% | -6%
19 | N#Cc1nc(-c2ccc(F)cc2)oc1NCc1ccco1 | -15% | 2% | -22%
20 | Cn1c(CN2CCOCC2)nnc1SCC(=O)Nc1cc(Cl)ccc1Cl | 1% | -5% | 1%
21 | Cc1cccc(NC(=S)N2CCN(c3ccccn3)CC2)c1 | -8% | -2% | 0%
22 | Cc1ccc(-c2nc3ccccc3c(C(=O)NCc3cccs3)c2C)cc1 | 2% | 26% | -13%
23 | Cc1nn(CCCC(=O)N2CCN(c3ccc(F)cc3)CC2)c(C)c1[N+](=O)[O-] | -13% | 3% | -4%
24 | Cc1ccc(NC(=O)C2CCCN(c3ncnc4c3nc3n4CCCCC3)C2)nc1 (stereo not given) | -9% | 21% | 1%
25 | Oc1ccc(-c2nnc(SCc3ccccc3)o2)cc1 | -11% | -1% | -5%
26 | O=C1c2c(O)cccc2Cc2cccc(O)c21 | 9% | -8%&1%&1% | ?
27 | COc1cc2c(cc1OC)C(c1cccs1)N(C(=O)c1ccc(S(=O)(=O)N(C)C)cc1)CC2 (stereo not given) | -12% | -15% | -21%
28 | COc1ccc2[nH]cc(CCNC(=O)CC[C@H]3O[C@@H](n4cc(C)c(=O)[nH]c4=O)C[C@@H]3O)c2c1 | -3% | . | -2%
29 | NC(=O)CC(NC(=O)Cc1cccc2ccccc12)c1ccc(NC2CCCCCCC2)c([N+](=O)[O-])c1 (stereo not given) | -19% | -6% | 52%[activator]
30 | C[C@H]1CN([C@@H](C)CO)C(=O)Cc2cc(NC(=O)Cc3cn(C)c4ccccc34)ccc2O[C@@H]1CN(C)S(=O)(=O)c1cn(C)cn1 | -8% | . | 1%
31 | CCc1ccc2oc(-c3cc(NC(=O)c4cccnc4)cc(C)c3O)nc2c1 | -8% | . | -12%
32 | NC(=O)C1CCN(C(=O)CN2CCc3ccccc32)CC1 | 1% | -6% | -2%
33 | CC1C=CCC2C(=O)N(c3cccc(C(=O)N4CCN(c5ccc(F)cc5)CC4)c3)C(=O)C12 (stereo not given) | -18% | -12% | -3%

Remaining list, next part
entry | FEN1 inh | N370S GC | GCN5L2 inh | compound
37 | -22% | . | -7% | CN(c1ccccc1)S(=O)(=O)c1ccc(C(=O)NCC(c2ccco2)N2CCCCC2)cc1 (stereo not given)
38 | 11% | 19% | -2% | CCN(C(=O)COC(=O)c1cccnc1Nc1ccccc1F)C1CCS(=O)(=O)C1 (stereo not given)
39 | ? | -9% | -20% | Cc1nn(CCc2nc(-c3ccco3)cs2)c2[nH]c(=O)cc(C(F)(F)F)c12
40 | 6% | . | -8% | Cc1ccc2nc(-c3ccc(O)cc3)c(Nc3ccc4c(c3)OCO4)n2c1
41 | 9% | . | -1% | CC1=C(C(N)=O)C(c2ccccc2F)n2nc(-c3ccc(Cl)cc3)nc2N1 (stereo not given)
42 | 14% | 0% | -3% | CN1CCc2ccccc2C1C1CCNCC1 (stereo not given)
43 | -4% | -8% | -1% | COc1ccc(OC)c(NC(=O)C2CCN(C(=O)C3CC(=O)N(c4ccc(C)cc4)C3)CC2)c1 (stereo not given)
44 | -18% | . | -7% | CCOC(=O)Cn1c(=O)oc2cc(S(=O)(=O)N3CCN(c4cc(C)ccc4C)CC3)ccc21
45 | 3% | 2% | 1% | O=C1CC(N2CCOCC2)C(=O)N1c1cccc(Cl)c1 (stereo not given)
46 | . | -1% | -11% | Cc1cnc(CNc2ncnc3ccc(-c4ccccc4CN(C)C)cc23)cn1
47 | 4% | 0% | 1% | O=C(COC(=O)CN1C(=O)NC2(CCCC2)C1=O)Nc1ccc(C(F)(F)F)cc1[N+](=O)[O-]
48 | -2%&27% | 5% | 0%&-8% | Cc1cccc(N2CCN(C(=O)c3nn(C)c4c3CS(=O)(=O)c3ccccc3-4)CC2C)c1 (stereo not given)
49 | -4% | -13% | -6% | CC1(c2ccc(Cl)cc2)NC(=O)N(CC(=O)NCc2ccc(F)cc2)C1=O (stereo not given)
50 | -4% | -6% | 2% | CCOc1ccc(N(C(C)C(=O)N2CCCCCC2)S(C)(=O)=O)cc1 (stereo not given)
51 | 0% | 4% | 2% | CC1CCCCN1C(=O)CSc1nc(N)nc(N)n1 (stereo not given)
52 | ? | 30% | -5% | CN1C(=O)/C(=C2\SC(N3CCCCCC3)=NC2=O)c2ccccc21
53 | 10% | 1% | -4% | CCOc1ccc(C(=O)NCC(c2cccs2)N(C)C)cc1OCC (stereo not given)
54 | -10% | -9% | -6% | Cc1ccc2c(c1)C(=O)C(=O)N2CCOc1ccccc1
55 | -10% | 0% | -1% | CCN(CC)S(=O)(=O)c1ccc2oc(C(=O)N3CCCCCC3)c(C)c2c1
56 | 14% | 6% | -2% | O=C(Oc1cc(=O)oc2ccccc12)c1cccnc1Cl
57 | -19% | 4% | -5%&-23% | CC(=O)c1ccc(-c2ccc(-c3cc(=O)oc4c(C(C)C)ccc(C)c34)cc2)cc1
58 | 3% | -9% | -20% | CCOc1ccccc1Nc1nnc(SCC(=O)NC(Cc2c[nH]c3ccccc23)C(=O)O)s1 (stereo not given)
59 | -12% | -1% | -12% | Cc1cccc(NC(=O)[C@@H]2CCCN2C(=O)OC(C)(C)C)c1C
60 | -14% | -7% | 0% | O=C(CN1CCN(Cc2ccccc2)CC1)Nc1nc2ccccc2s1
61 | -8% | 26% | -3% | CCCCNC(=O)CSc1nnc(-c2c[nH]c3ccccc23)n1CC1CCCO1 (stereo not given)
62 | 8% | . | -7% | Cc1ccc(C)c(Cn2c(=O)c3c(nc4n3CCN4c3ccccc3)n(C)c2=O)c1
63 | -11% | 1% | -2% | COc1cccc(-n2c(C)nc3c(cnn3-c3ccc(Cl)cc3)c2=O)c1
64 | -4% | ? | -15% | COc1ccccc1C(=O)COC(=O)c1cc(S(=O)(=O)N2CCCCC2)ccc1N1CCOCC1
65 | -4% | -9% | -12% | COc1cc(SC)ccc1C(=O)Nc1cc(C)c(OCC(=O)N2CCOCC2)c(C)c1
66 | -22% | 11% | -7% | CC(C)OCCCn1c(=N)c(C(N)=S)cc2c(=O)n3ccccc3nc21
67 | -17% | -5% | -9% | COc1ccc(C2N(Cc3ccccc3)CC(=O)N2/N=C(\C)c2ccccc2)cc1 (stereo not given)
68 | -13% | -8% | 1% | O=C(Nc1ccc([N+](=O)[O-])cc1)c1ccccc1
69 | -3% | 0% | ? | CN(C)CCCCOc1ccccc1-c1ccccc1
70 | -2% | . | -11% | COc1ccc2c(c1)CCc1c(C(=O)Nc3ccc(C#N)cc3)noc1-2
71 | 1% | -1% | -10% | COc1ccccc1NS(=O)(=O)c1ccc2oc(=S)[nH]c2c1
72 | 4% | -3% | -4% | Cc1ccc(S(=O)(=O)N2CCN(C(=O)CC(C)n3cncn3)CC2)cc1 (stereo not given)
73 | -19% | . | -16% | CC(C)c1ccc(NC(=O)C2CCCN2S(=O)(=O)c2ccccc2F)cc1 (stereo not given)
74 | 5% | -1% | -8% | S=c1[nH]nc(-c2cccnc2)n1C1CCCCC1
75 | 16% | 28% | -4% | Cc1ccc(C(=O)COC(=O)CN2C(=O)C3C4CCC(C4)C3C2=O)cc1C (stereo not given)
